Cneo AK release: Cryptococcus neoformans cell lysis inducers, primary screen, AK release luminescence, single concentration | AID 651654, 2012 | lysis activity, % at 15 µM | actives 0.2% (n = 360,000) | C. neoformans lysis, adenylate kinase release luminescence, 4 h; normalised: neutral wells 0, clomiphene wells 100;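 active means mean lysis activity across replicates of at least 80%, whatever share of replicates individually reach that level; inactive means mean lysis activity below 80%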
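Assay system: C. neoformans cells. Amount: yeast cell density of 5 × 10^6 cells/mL. Technique: AK luminescence. Buffer or medium: YPD. Times: static 4 h at 37 °C with compound, 1 h detection. Dosing: single-point compound dose. Read-out: lysis from increased AK signal.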
INS-1E GSIS act: GLuc luminescence reporter in INS-1E cells, primary screen for activators of glucose-dependent secretion of insulin | AID 743287, 2014 | INS-1E GLuc reporter insulin secretion, 2-3 h | activation, % at 16.6 µM | actives 0.61% (n = 370,000);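 active means lowest replicate activation of at least 40%, so every replicate reaches that level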;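 further: 0% = median of neutral control wells and 100% = median of IBMX positive control wells; some compounds called inactive have numbers as strong as hits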
PglD DTNB: C. jejuni PglD acetyltransferase inhibitors, primary screen, biochemical, DTNB colorimetric, single point | UDP-N-acetylbacillosamine N-acetyltransferase PglD (Campylobacter jejuni) | inhibition, % at 12.5 µM | actives 0.098% (n = 360,000) | AID 602405, 2012 | purified PglD enzyme, DTNB colorimetric CoA detection; in the data active means inhibition above about 16%, passing the limit was not always enough; inconclusive means no clear call, values can overlap the other calls; further: strong numbers were not always called active
FN deposition inh: inhibitors of fibronectin matrix deposition, primary screen, AH1F cells, Alexa488-fibronectin fluorescence, plate reader; AH1F fibroblasts, overnight; inhibition, % at 12.6 µM; actives 0.086% (n = 350,000); AID 743247, 2014;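 active means mean inhibition across replicates of 30% or more, regardless of how many single replicates reach that level; inconclusive means mean under 30% yet at least half of replicates reach 30%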;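 further: positive control wells lacked labelled fibronectin entirely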
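Assay system: AH1F fibroblasts assembling fluorescent fibronectin matrix; Amount: 10000 AH1F cells per well; Buffer or medium: DMEM, 2% serum; Probe or stimulus: Alexa488-fibronectin, 24 nM final in well; Doses: single compound dose, delivered by pin transfer; Incubation: 1 h adhesion, overnight exposure; Measured by: fluorescence 485/525 nm; Read-out: fibronectin deposition inhibition.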
Statin myotox sup: suppressors of statin myotoxicity in C2C12 myotubes, primary screen, cell-based, single point, plate reader. C2C12 myotubes + simvastatin, ATP luminescence, 48 h; scaled: DMSO 0, geranylgeraniol control 100. rescue of ATP level, % at 7.49 µM. actives 0.78% (n = 330,000);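 active means mean ATP rescue above about 67%, or every replicate alone reaching that limit, limit read from the data, passing the limit was not always enough; inconclusive means no clear call, values can overlap the other calls; inactive means mean under the limit and some replicate under it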;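 further: myotubes were challenged with 10 µM simvastatin during compound exposure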
PGC1a acetyl inh: inhibitors of PGC1a acetylation signal, primary screen, cell-based, U2OS, AlphaScreen, inhibitor mode; AlphaScreen anti-acetyl-lysine; with virally co-expressed GCN5 acetyltransferase; inhibition, % at 15.6 µM; actives 0.17% (n = 350,000);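 active means every replicate shows inhibition of at least 40%; inconclusive means mean inhibition at least 40% but some replicate below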;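 further: 0% = neutral control wells and 100% = positive control wells; some results beyond the cut were filed as inactive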
miR-122 sensor: miR-122 Renilla sensor signal increase in Huh7, primary screen, miR-122 inhibitor project, cell-based, single point, plate reader | Huh7 miR-122 Renilla luciferase sensor, 48 h; neutral wells = 0, positive control = 100 | activation (reporter increase), % at 12.5 µM | actives 0.3% (n = 340,000) | AID 602342, 2012;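 active means mean replicate activation score at least 90 and every replicate individually at or above 90; inconclusive means only one of the two criteria met; inactive means neither criterion met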;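 further: higher luciferase means less miR-122 activity so hits act as miR-122 inhibitors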
F508del corr: F508del CFTR correction, initial screen, CFBE line, single point; activity (quench increase), % at 7.58 µM; AID 720511, 2013; CFBE cells, YFP halide quenching; stimulated with forskolin plus potentiator P3; % fluorescence drop versus neutral controls; actives 0.36% (n = 350,000);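 active means mean added fluorescence quench of at least 8% versus neutral control, with both replicates also reaching 8%; inconclusive means only one of the mean or replicate conditions met; inactive means mean below 8% and not both replicates reaching 8%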;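 further: cells transiently co-express mutant CFTR-F508del with the halide-sensitive YFP; corrector assay measuring rescue of mutant channel to the surface after 24 h compound exposure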
* hit, by the source's call; u = inconclusive; x = not tested or not shown; & = joins results of further samples; [ ] = another dose, or the depositor's remark.

SMILES	Cneo AK release	INS-1E GSIS act	PglD DTNB	FN deposition inh	Statin myotox sup	PGC1a acetyl inh	miR-122 sensor	F508del corr
C[C@@H]1CCCCO[C@@H](CN(C)Cc2ccc(C(F)(F)F)cc2)[C@@H](C)CN([C@@H](C)CO)C(=O)c2cc(NS(=O)(=O)c3ccc(F)cc3)ccc2O1	0	12	-4	-1	x	10	-11[16.7 µM]	2.2
O=C(C[C@@H]1C[C@H]2c3cc(NC(=O)C4CCC4)ccc3O[C@H]2[C@H](CO)O1)NCC1CC1	-6	3	4	1	-7	4	-4[16.7 µM]	-1.4
Cc1cc(C(=O)Nc2c(F)cc(F)cc2Br)c(C)o1	-1	x	1	-3	3	-5	-4	x
Cc1cccc(N2C(=O)N3[C@H]4c5ccccc5OC[C@@H]4[C@@H](c4ccccc4)[C@@]3(C)C2=O)c1	-1	2	-2	9	6	-2	1	-3.5
O=C(C[C@H]1CC[C@H](NC(=O)C2CCC2)[C@@H](CO)O1)NCc1ccccc1Cl	-4	7	2	x	-2	-4	x	0.0
Cc1c(C(=O)N(C)CCOc2ccccc2)oc2c(Cl)cccc12	0	x	3	0	-12	-6	-3	-0.4
O=C(NCc1nnc(SCc2ccc(F)cc2)n1-c1ccc(F)cc1)C12CC3CC(CC(C3)C1)C2	3	-20	-4	-8	x	-12	0	x
C[C@H]1CN([C@@H](C)CO)C(=O)c2cccc(NS(=O)(=O)c3ccc(F)cc3)c2O[C@@H]1CN(C)C(=O)Nc1ccc(C(F)(F)F)cc1	0	-4	0	x	-16	3	30[16.7 µM]	-0.6
COc1ccc(CCN=CC2=C(O)CCCC2=O)cc1OC	-3	x	7	x	1	2	0	x
Cn1c(Cn2nnc3ccccc32)nnc1SCC(=O)c1ccc(F)cc1	16	-37	6	x	6	-12	3	0.3
COc1ccc(NC(=O)C2CCC(CNc3c(N4CCC(C)CC4)c(=O)c3=O)CC2)cc1OC (stereo not drawn)	0&1	2&2	-1&-6	6	6&-5	-6&3	-9&-8	-1.2&-0.3
O=C(O)CC(NC(=O)Cc1ccccc1)c1ccccc1 (stereo not drawn)	6	x	-6	2	46	0	-4	-2.5
COc1ccc(C(=O)c2c(C)oc3cc([N+](=O)[O-])c(O)c([N+](=O)[O-])c23)cc1	-6	-16	4	3	x	1	-11	x
C[C@@H]1CCCCO[C@@H](CN(C)C(=O)NC2CCCCC2)[C@@H](C)CN([C@@H](C)CO)C(=O)c2cc(NS(=O)(=O)c3ccc(Cl)cc3)ccc2O1	-5	-3	-5	-1	x	7	19[16.7 µM]	2.1
COc1ccc(C2(C)NC(=O)N(CC(=O)Nc3ccc(C)cc3Br)C2=O)cc1OC (stereo not drawn)	-2	19	0	-8	u	4	-7	-0.5
CCOc1ncccc1C(=O)Nc1cc(S(=O)(=O)N2CCOCC2)ccc1N1CCCC1	1	-7	5	-3	-2	10	0	-2.0
COCC(=O)N1CC2(C1)CN(C(=O)NC1CCCC1)[C@H](CO)c1c2c2ccc(OC)cc2n1C	x	-3	x	-12	x	-17	x	-1.3
O=C(C1CC(=O)N(c2ccc3c(c2)OCCO3)C1)N1CCN(S(=O)(=O)c2ccc(F)cc2)CC1 (stereo not drawn)	0	-11	0	x	2	-5	1	-1.8
COc1ccc(NS(=O)(=O)c2cc(NC(=O)CCSc3ccccc3)ccc2OC)cc1	0	-20	0	-1	-5	-4	49	x
CCCNC(=O)N1CC2(C1)[C@H](c1ccccc1)[C@@H](CO)N2C(=O)C1CCCC1	x	1	x	3	x	-10	x	1.9
C[C@@H]1Cn2cnc(C(=O)N[C@@H](C)c3ccccc3)c2C(=O)N1	-1	17	0	2	0	2	-8	2.4
COc1ccc(NC(=O)CSCC(=O)NC2(C)CCS(=O)(=O)C2)cc1 (stereo not drawn)	-1	32	-4	-1	10	x	-3	-5.6
COc1ccc(-c2noc(N3CCC(C(=O)NCc4ccc(F)cc4)CC3)n2)cc1	-1	x	0	2	9	-21	-7	6.3
N#C[C@H]1[C@H](c2ccccc2)[C@H](CO)N1C(=O)c1ccccc1F	-1	8	-2	5	-11	1	x	0.0
Cc1cc2occ(CC(=O)N(C)CC(=O)Nc3cccc(F)c3)c2cc1C	-3	-50	1	8	x	-5	x	0.1
CCCCNC(=O)c1cc2c(=O)n3cccc(C)c3nc2s1	2	15	1	-40	2	-22	1	-3.5
Nc1nc(SCC(=O)N2CCOCC2)n[nH]1	x	1	x	4	4	-14	-4	-0.2
CCN(CC)c1ccc(S(=O)(=O)N2CCOCC2)cc1NC(=O)CN1CCN(Cc2ccccc2)CC1	7	-23	-1	2	-1	-7	4	-3.8
C[C@@H]1CCCCO[C@@H](CN(C)Cc2ccc(C(F)(F)F)cc2)[C@@H](C)CN([C@H](C)CO)C(=O)c2cc(NC(=O)c3ccccc3)ccc2O1	-1	-1	-1	x	x	-9	21[16.7 µM]	-2.1
CCC(=O)Nc1ccc2c(c1)C(=O)N(C)C[C@@H](OC)[C@H](C)CN(C(=O)c1ccc(F)cc1)[C@@H](C)CO2	1	-2	1	-4	-8	0	3[16.7 µM]	-1.5

Single values from above:
Reading for COc1ccc(-c2noc(N3CCC(C(=O)NCc4ccc(F)cc4)CC3)n2)cc1 in Statin myotox sup: 9
Reading for CCCCNC(=O)c1cc2c(=O)n3cccc(C)c3nc2s1 in PglD DTNB: 1
Reading for CCN(CC)c1ccc(S(=O)(=O)N2CCOCC2)cc1NC(=O)CN1CCN(Cc2ccccc2)CC1 in miR-122 sensor: 4

(list continues)
SMILES	Cneo AK release	INS-1E GSIS act	PglD DTNB	FN deposition inh	Statin myotox sup	PGC1a acetyl inh	miR-122 sensor	F508del corr
O=C(Cc1coc2cc3c(cc12)CCC3)NC1CCCCCCC1	-3	-5	-3	-6	x	-4	20	-3.7
O=C(CN1CCN(C/C=C/c2ccccc2)CC1)Nc1cc([N+](=O)[O-])ccc1Cl	2	-8	-13	-2	x	-6	-7	x
COc1ccc(COC(=O)C2CCN(S(=O)(=O)c3ccc(Cl)cc3)CC2)cc1	x	3	x	5	x	-6	4	1.6
O=C(NC(Cc1ccccc1)C(=O)O)/C(=C\c1ccccc1)NC(=O)c1ccc(Br)o1 (stereo not drawn)	4	-1	4	x	9	3	-8	-0.3
COC(=O)c1c2oc(c1C(=O)OC)C(=O)N[C@@H](Cc1ccccc1)Cn1cc(nn1)CNC(=O)[C@@H](Cc1ccccc1)NC(=O)N[C@@H](CO)CC2	21	x	-2	x	x	3	x	-0.6
CC1(C(=O)Nc2cccc3cccnc23)CCN1Cc1ccccc1OC(F)F (stereo not drawn)	-1	7	3	-27	0	x	-2	2.3
Cc1ccc(-c2nnc3n2N=C(c2ccc(Br)cc2)CS3)cc1	3	37	-6	16	22	x	6	1.1
CCc1noc(C)c1C(=O)Nc1nc(-c2cccs2)cs1	-1	15	-1	8	11	-18	-3	1.9
Cc1csc2nc(CNS(=O)(=O)c3cccnc3)cn12	3	10	-1	x	20	11	-5	0.3
On1c(-c2ccc(Cl)cc2Cl)nc2ncccc21	3	3	9	-7	6	-1	-1	0.2
Cc1ccc(OCCNC(=O)c2cc(C3CC3)nc3c2cnn3C(C)C)cc1	0	-37	-1	2	4	x	x	0.8
CC(C)COC(=O)Nc1ccc(C(=O)O)cc1	-1	x	-1	x	-4	-16	-2	x
Cc1ccc(S(=O)(=O)N2CCC(C(=O)Nc3ccccc3N3CCCC3)CC2)c(C)c1	x	-4	x	-3	26	x	-3	1.7
CN1CCC(N(C)S(=O)(=O)c2ccc(NC(=O)c3cccc(C#N)c3)cc2)CC1	3	5	2	-3	4	0	x	-2.2
O=C(NC1CCCCC1)C(c1ccc2ncccc2c1)N(Cc1ccccc1)C(=O)c1ccc2c(c1)OCCO2 (stereo not drawn)	4	-35	7	x	25	-3	20	x
COc1ccccc1-n1c(SCC(=O)N2CCc3ccccc32)nc2c(c1=O)SCC2	0	x	0	7	1	x	x	-1.1
O=C(COC(=O)Cc1n[nH]c(=O)c2ccccc12)Nc1cccc(C(F)(F)F)c1	-6	11	-2	-3	3	x	-4	-0.1
Cn1c(=O)n(C)c2cc([N+](=O)[O-])c(N3CCN(C(=O)c4cccc(Cl)c4)CC3)cc21	-6	7	-1	7	x	-7	1	x
COc1ccc(NC(=O)N[C@H]2C=C[C@H](CC(=O)NCc3ccccn3)O[C@H]2CO)cc1	-5	15	3	0	3	9	x	-0.8
CCC(=O)N1CCCC1(C)C(=O)Nc1ccc2nc(C)ccc2c1 (stereo not drawn)	-1	10	0	-4	-1	-2	-5	-3.9

Reformatted with bars between the fields: part of the list above
Molecule | Cneo AK release | INS-1E GSIS act | PglD DTNB | FN deposition inh | Statin myotox sup | PGC1a acetyl inh | miR-122 sensor | F508del corr
O=C(O)CC(NC(=O)Cc1ccccc1)c1ccccc1 (stereo not drawn) | 6 | x | -6 | 2 | 46 | 0 | -4 | -2.5
COc1ccc(C(=O)c2c(C)oc3cc([N+](=O)[O-])c(O)c([N+](=O)[O-])c23)cc1 | -6 | -16 | 4 | 3 | x | 1 | -11 | x
C[C@@H]1CCCCO[C@@H](CN(C)C(=O)NC2CCCCC2)[C@@H](C)CN([C@@H](C)CO)C(=O)c2cc(NS(=O)(=O)c3ccc(Cl)cc3)ccc2O1 | -5 | -3 | -5 | -1 | x | 7 | 19[16.7 µM] | 2.1
COc1ccc(C2(C)NC(=O)N(CC(=O)Nc3ccc(C)cc3Br)C2=O)cc1OC (stereo not drawn) | -2 | 19 | 0 | -8 | u | 4 | -7 | -0.5
CCOc1ncccc1C(=O)Nc1cc(S(=O)(=O)N2CCOCC2)ccc1N1CCCC1 | 1 | -7 | 5 | -3 | -2 | 10 | 0 | -2.0
COCC(=O)N1CC2(C1)CN(C(=O)NC1CCCC1)[C@H](CO)c1c2c2ccc(OC)cc2n1C | x | -3 | x | -12 | x | -17 | x | -1.3

Next records follow.
SMILES	Cneo AK release	INS-1E GSIS act	PglD DTNB	FN deposition inh	Statin myotox sup	PGC1a acetyl inh	miR-122 sensor	F508del corr
CCOC(=O)C1CCN(S(=O)(=O)c2ccc3c(c2)CCN3C(C)=O)CC1	2	-6	-1	-2	4	4	-8	-1.8
CC(=O)c1sc2ccccc2c1OC(=O)c1ccco1	1	x	-17	x	1	16	2	x
O=C(CCCCCN1C(=O)CCC1=O)Nc1ccc(Cl)c(C(F)(F)F)c1	-3	x	-3	x	-17	3	-6	x
CCCCCOC(=O)CSc1n[nH]c(=O)[nH]c1=O	6	x	1	2	1	x	-30	x
Cc1cc(C)c2c(CN3CCN(C)CC3)cc(=O)oc2c1	2	x	-5	x	4	2	-1	x
CC(=O)c1cccc(OCc2cc(C(=O)N(C)Cc3nccs3)no2)c1	-1	1	2	0	-8	x	14	-2.1
CCC(C)C(=O)C(=O)N1CCC(n2nccc2NC(=O)CCOc2ccccc2)CC1 (stereo not drawn)	1	-4	5	-6	-9	-18	-3	3.3

Assay outcomes from PubChem BioAssay.
